Screening results from PubChem.
Growth percent in the NCI-60 one-dose screen (48 h, 10 µM unless noted): 100 = growth as untreated, 0 = no growth, -100 = all killed.
KM12: KM12 colon cancer cells | actives 5% (n = 82,000) | AID 1794800
HCC-2998: HCC-2998 colon cancer; actives 4.7% (n = 79,000)
SNB-75: SNB-75 CNS cancer. actives 5% (n = 79,000). AID 1794750
HCT-116: HCT-116 colon cancer | actives 7.3% (n = 82,000)
SW-620: SW-620 colon cancer | actives 5.2% (n = 82,000) | AID 1794795
HT29: HT29 colon cancer; actives 7.4% (n = 81,000); AID 1794748
HCT-15: HCT-15 colon cancer; actives 5.2% (n = 82,000)
SNB-19: SNB-19 CNS cancer cells; AID 1794751; actives 2.5% (n = 81,000)
COLO 205: COLO 205 colon cancer. actives 7.3% (n = 79,000). AID 1794742
An asterisk follows results filed as active; . = no result given; & = joins results of further samples. Rule for the calls: active = growth percent below 10; inactive = the rest.

SMILES | KM12 | HCC-2998 | SNB-75 | HCT-116 | SW-620 | HT29 | HCT-15 | SNB-19 | COLO 205
Nc1c2c(nc3ccc(Cl)cc13)CC(c1ccc(F)cc1)CC2=O (centres undefined) | 103.8 | 97.3 | 93.6 | 96.8 | 101.8 | 101.3 | 100.2 | 99.9 | 111.6
Cc1ccc(C(=O)Nc2cccc(C(F)(F)F)c2)cc1Nc1nc(-c2cnccn2)nc2c1cnn2C | 56.6 | 47.9 | 77.4 | 35.6 | 58.4 | 32.9 | 81.3 | 86.0 | 20.4
CCC(C)=NCCO | 112.7 | 109.1 | 85.0 | 112.1 | 107.7 | 102.8 | 103.2 | 103.4 | 115.6
CN1CCN(CCCCOc2ccc3c(c2)CCCC(=O)N3)CC1 | 108.4 | 128.9 | 104.7 | 107.4 | 110.6 | 115.3 | 114.1 | 99.1 | 113.8
C=CCOC(=O)C1=C(C)NC2=C(C(=O)CCC2)C1c1ccccc1 (centres undefined) | 93.7 | 108.8 | 85.1 | 103.6 | 97.9 | 96.6 | 102.7 | 94.7 | 91.1
CS(=O)(=O)c1ccc(-c2nc3ccccc3n2CC(=O)N/N=C/c2ccc(F)cc2)cc1 | 86.3 | 102.4 | 81.2 | 102.4 | 94.5 | 94.9 | 98.2 | 100.7 | 111.8
COc1ccc(-c2nc(SCC(=O)N3CCN(c4cc5c(cc4F)c(=O)c(C(=O)O)cn5C4CC4)CC3)nc(Cl)c2C#N)cc1 | 109.8 | 103.0 | 99.5 | 105.7 | 102.7 | 110.2 | 108.1 | 96.1 | 110.9
Oc1ccccc1C=Nc1ccc2[nH]ncc2c1 | 101.2 | 109.2 | 103.0 | 101.4 | 89.8 | 103.9 | 95.8 | 98.6 | 108.1
CCCCc1ccc(C(CC(=O)c2ccc(Br)cc2)c2ccc(Br)cc2)cc1 (centres undefined) | 104.0 | 105.2 | 110.0 | 79.8 | 101.8 | 72.7 | 92.7 | 93.7 | 103.8
Nc1cc(=O)[nH]c(SCC(=O)Nc2nc(-c3ccc(Cl)cc3)cs2)n1 | 99.3 | 104.4 | 88.3 | 98.0 | 101.6 | 99.5 | 98.2 | 92.1 | 115.4
Nc1cc(Nc2ccc(I)cc2)nc(N)n1 | 99.2 | 92.8 | 110.1 | 91.7 | . | 96.6 | 98.3 | 115.1 | 140.5
CCC(=O)O[C@H](CC(=O)O)C[N+](C)(C)C | 119.5 | 107.0 | 69.6 | 105.4 | 99.3 | 104.5 | 101.2 | 105.9 | 114.6
Nc1nc(C(=O)N/N=C/c2ccc([N+](=O)[O-])cc2)nn1-c1ccc(S(N)(=O)=O)cc1 | 99.7 | 103.7 | 79.0 | 94.2 | 92.9 | 106.8 | 104.3 | 100.5 | 109.3
Nc1nc(NS(=O)(=O)c2ccc(Cl)cc2)ncc1-c1nc2ccccc2[nH]1 | 101.2 | 106.1 | 86.2 | 102.5 | 111.2 | 100.9 | 103.2 | 93.6 | 105.2
O=[N+]([O-])c1cnc2ccccc2c1N[C@@H](CO)c1ccccc1 | 96.2 | 108.4 | 65.3 | 94.7 | 104.5 | 102.3 | 99.0 | 99.2 | 112.4
CSc1ncnc2nn(C3OC(COC(=O)c4ccccc4)C(OC(=O)c4ccccc4)C3OC(=O)c3ccccc3)nc12 (centres undefined) | 101.0 | 99.8 | 89.7 | 100.0 | 102.8 | 98.9 | 95.3 | 90.7 | 130.9
O=C(NC(=S)Nc1ccc(Cl)cc1)c1ccccc1 | 124.2 | 106.4 | 94.9 | 92.5 | 108.5 | 87.0 | 93.6 | 104.6 | 131.9
COc1cccc(/C=C2\SC(=S)NC2=O)c1 | 107.4 | 96.7 | 93.0 | 101.9 | 105.6 | 112.2 | 96.3 | 99.8 | 111.6
Cc1c(C)[n+](=O)c2ccccc2n1[O-] | 102.4 | 111.8 | 116.4 | 95.5 | 101.1 | 111.0 | 102.0 | 107.2 | 106.3
CC(=O)Nc1ccc(-c2nc(-c3cccc(O)c3)c(-c3ccnc(Br)c3)[nH]2)cc1 | 74.6 | 104.6 | 49.3 | 64.7 | 86.3 | 80.5 | 94.2 | 51.8 | 73.7
O=C1Nc2ccc(Cl)cc2/C1=N/N=C/c1coc2ccc(F)cc2c1=O | 109.5 | 110.2 | 92.1 | 95.4 | 100.7 | 105.6 | 89.1 | 93.8 | .
COc1c(F)ccc(C(=O)Nc2ccc3nc(NC(=O)C4CCCN(S(=O)(=O)c5ccc6c(c5)CCC6)C4)sc3c2)c1F (centres undefined) | 71.4 | 91.7 | 65.4 | 57.4 | 95.0 | 69.0 | 65.5 | 77.4 | 83.4
Cc1c(C(=O)NC(Cc2ccccc2)C(O)C(N)=O)[nH]c2ccccc2c1=O (centres undefined) | 100.5 | 104.2 | 69.2 | 98.8 | 104.1 | 104.9 | 100.7 | 94.2 | 114.7
Cc1ccc(-c2nn(-c3ccccc3)cc2C2CC(c3cc4ccccc4oc3=O)=NN2c2ccccc2)cc1 (centres undefined) | 99.1 | 110.3 | . | 101.0 | 98.8 | 109.7 | 94.2 | 96.0 | 108.9
Cc1cc2nc(C(Cl)Cl)nc(-c3ccc(Cl)cc3)n2n1 | -27.2* | -77.0* | -22.7* | -2.0* | -36.6* | 2.1* | -20.4* | 12.6 | -37.2*
(list continues)
SMILES | KM12 | HCC-2998 | SNB-75 | HCT-116 | SW-620 | HT29 | HCT-15 | SNB-19 | COLO 205
O=[N+]([O-])c1ccc(OC2OCC(O)C(O)C2O)cc1 (centres undefined) | 108.2&105.9 | 112.4&101.9 | 105.4&102.2 | 110.3&103.1 | 106.0&100.7 | 113.7&112.9 | 103.7&109.2 | 106.1&103.9 | 118.2&128.9
CN(C)CCCNC(=O)C(c1ccccc1)c1ccccc1 | 110.9 | 99.1 | 94.5 | 94.3 | 100.0 | 95.9 | 103.7 | 97.3 | 105.6
CCCCNC(=O)Oc1ccc(/C(=C(\C)c2ccc(Cl)cc2)c2ccc(OCCN3CCCCC3)cc2)cc1 | 67.1 | 87.8 | 80.3 | 53.6 | 83.6 | 10.9 | 23.8 | 93.5 | 69.2
O=C1OCCN1CCCl | 108.3 | 107.8 | 96.0 | 99.4 | 102.6 | 104.9 | 97.2 | 97.5 | 116.8
O=C(O)CNc1ccc([N+](=O)[O-])cc1 | 100.2 | 100.3 | 102.9 | 94.3 | 103.4 | 95.1 | 101.2 | 109.5 | 107.6
CCN(C(=O)Nc1ccccc1)c1ccccc1 | 111.7 | 102.3 | 96.3 | 113.5 | 107.2 | 106.6 | 97.3 | 112.1 | 111.4
Nc1nccc2c1ccn2-c1cccc(NC(=O)c2ccc(N3CCOCC3)c(C(F)(F)F)c2)c1 | -14.5* | 23.9 | 23.8 | 7.2* | 25.5 | -47.2* | 9.8* | 31.9 | -38.6*
C=CCn1c(SCC(=O)Nc2ccc(C(=O)/C=C/c3ccc(OC)cc3)cc2)nnc1-c1cc(-c2ccc(Cl)cc2)nc2ccccc12 | 101.8 | 99.1 | 81.6 | 78.2 | 104.4 | 99.2 | 85.1 | 80.5 | 112.9
O=C(CCl)Nc1ccc2c(c1)C(=O)c1ccccc1C2=O | 54.9 | 69.0 | 41.7 | -28.6* | -78.6* | -63.6* | -38.8* | 36.9 | -50.7*
Cn1c(SC(C(=O)Nc2ccc(F)cc2)c2ccccc2)nc2ccccc2c1=O (centres undefined) | 112.0 | 98.3 | 91.3 | 95.3 | 104.7 | 106.6 | 101.7 | 98.9 | 118.8
CCN(CC)c1cc(C)c(Cc2c(OC)ccc3ccccc23)cc1C | 98.1 | 100.5 | 91.1 | 86.2 | 86.1 | 73.7 | 97.8 | 93.2 | 96.7
CC(c1ccccc1)C(OC(=O)c1cccc([N+](=O)[O-])c1C(=O)O)c1ccccc1 (centres undefined) | 112.0 | 107.6 | 104.1 | 107.2 | 128.3 | 108.5 | 108.3 | 99.9 | 97.1
CCCCCCNC(=O)Nc1ncnc2c1ncn2-c1ccccc1 | 107.8 | 117.8 | 72.7 | 90.2 | 95.9 | 99.4 | 95.2 | 94.2 | 88.8
Cc1ccsc1[C@@H]1C[C@@H]2Cc3cc(Br)c4ccccc4c3N1O2 | 102.9 | 103.7 | 93.2 | 92.9 | 92.4 | 84.6 | 86.9 | 114.5 | 101.7
Cc1cc(C)c(NC(=O)N(CCCl)N=O)cc1C | 98.7 | 123.2 | 86.6 | 108.0 | 103.5 | 107.3 | 94.8 | 103.9 | 109.9
O=C(C[N+]12CN3CN(CN(C3)C1)C2)c1ccc(Cl)cc1 | 113.5 | 113.8 | 102.2 | 102.7 | 114.9 | 108.0 | 115.0 | 88.7 | 105.1
CC(=O)c1sc(Nc2nc(O)c(C3=c4cc(F)ccc4=NC3=O)s2)nc1C | 83.9 | 117.4 | 100.1 | 99.2 | 110.6 | 104.4 | 95.7 | 98.6 | 122.4
Nc1nnc(-c2cccnc2)s1 | 111.8 | 101.2 | 82.4 | 101.2 | 109.9 | 108.4 | 103.3 | 103.6 | 138.3
CCOc1ccccc1NC(C)=O | 107.0 | 103.8 | 99.5 | 95.9 | 100.6 | 103.9 | 106.7 | 97.1 | .
Cc1ccc(-c2cc(-c3ccccn3)n(C=O)n2)cc1 | 95.1 | 100.0 | 105.5 | 79.2 | 97.3 | 108.5 | 93.3 | 101.9 | 114.7
O=C(O)C(=S)Cc1ccco1 | 107.9 | 107.6 | 98.6 | 104.4 | 109.8 | 97.6 | 100.1 | 106.6 | 118.9
NC(=S)N/N=C(/CCN1CCCC1)CC(C1=C(O)C2=CCCCC2OC1=O)c1ccccc1 (centres undefined) | 101.9 | 102.0 | . | 9.5* | 69.0 | 36.2 | 75.6 | 108.8 | 102.1
COC(=O)/C(CCC=C(C)C)=C1\[C@@H](OC(C)=O)C[C@@]2(C)[C@H]1CC(=O)N[C@H]1[C@@]3(C)CCNC(=O)[C@@H](C)[C@@H]3CC[C@@]12C | 101.9 | 102.7 | 96.2 | 101.0 | 102.9 | 102.5 | 106.1 | 98.6 | 109.0
Cc1ccc2nc3[nH]c(=O)sc3cc2c1 | 102.2 | 108.5 | 102.9 | 107.5 | 103.9 | 107.2 | 96.1 | 93.6 | 119.5
C=C1C(=O)O[C@H]2[C@H]1CC/C(COC(=O)CSSCC(=O)OC/C1=C/CC[C@@]3(C)O[C@H]3[C@H]3OC(=O)C(=C)[C@@H]3CC1)=C\CC[C@@]1(C)O[C@@H]21 | 97.8 | 110.3 | 70.6 | 70.9 | 40.1 | 105.4 | . | 91.0 | 77.1

Exported as tab-separated lines: 10 of the compounds above.
Molecule	KM12	HCC-2998	SNB-75	HCT-116	SW-620	HT29	HCT-15	SNB-19	COLO 205
O=[N+]([O-])c1ccc(OC2OCC(O)C(O)C2O)cc1 (centres undefined)	108.2&105.9	112.4&101.9	105.4&102.2	110.3&103.1	106.0&100.7	113.7&112.9	103.7&109.2	106.1&103.9	118.2&128.9
CN(C)CCCNC(=O)C(c1ccccc1)c1ccccc1	110.9	99.1	94.5	94.3	100.0	95.9	103.7	97.3	105.6
CCCCNC(=O)Oc1ccc(/C(=C(\C)c2ccc(Cl)cc2)c2ccc(OCCN3CCCCC3)cc2)cc1	67.1	87.8	80.3	53.6	83.6	10.9	23.8	93.5	69.2
O=C1OCCN1CCCl	108.3	107.8	96.0	99.4	102.6	104.9	97.2	97.5	116.8
O=C(O)CNc1ccc([N+](=O)[O-])cc1	100.2	100.3	102.9	94.3	103.4	95.1	101.2	109.5	107.6
CCN(C(=O)Nc1ccccc1)c1ccccc1	111.7	102.3	96.3	113.5	107.2	106.6	97.3	112.1	111.4
Nc1nccc2c1ccn2-c1cccc(NC(=O)c2ccc(N3CCOCC3)c(C(F)(F)F)c2)c1	-14.5*	23.9	23.8	7.2*	25.5	-47.2*	9.8*	31.9	-38.6*
C=CCn1c(SCC(=O)Nc2ccc(C(=O)/C=C/c3ccc(OC)cc3)cc2)nnc1-c1cc(-c2ccc(Cl)cc2)nc2ccccc12	101.8	99.1	81.6	78.2	104.4	99.2	85.1	80.5	112.9
O=C(CCl)Nc1ccc2c(c1)C(=O)c1ccccc1C2=O	54.9	69.0	41.7	-28.6*	-78.6*	-63.6*	-38.8*	36.9	-50.7*
Cn1c(SC(C(=O)Nc2ccc(F)cc2)c2ccccc2)nc2ccccc2c1=O (centres undefined)	112.0	98.3	91.3	95.3	104.7	106.6	101.7	98.9	118.8

Next section.
SMILES | KM12 | HCC-2998 | SNB-75 | HCT-116 | SW-620 | HT29 | HCT-15 | SNB-19 | COLO 205
O=C(Nc1cccc2c1C(=O)c1cccc(NC(=O)c3ccc(C(=O)Nc4cccc5c4C(=O)c4cccc(NC(=O)c6ccccc6)c4C5=O)cc3)c1C2=O)c1ccccc1 | 101.8 | 100.7 | 89.7 | 104.3 | 99.9 | 112.2 | 104.7 | 104.7 | 111.0
CCOC(=O)c1[nH]c(C)c([N+](=O)[O-])c1C | 94.6 | 106.8 | 98.7 | 84.7 | 106.6 | 84.9 | 105.5 | 101.6 | 104.8
CS(=O)(=O)c1ccc2c(c1)c1c(n2Cc2ccc(Cl)cc2)CCCC1 | 66.6 | 85.5 | 75.4 | 61.9 | 74.1 | 75.5 | 54.9 | 72.3 | 83.3
Nc1[nH]nc2c1-c1nc3ccccc3n1C1(CCCc3ccccc31)N2 (centres undefined) | 93.2 | 111.4 | 84.4 | 105.7 | 90.2 | 104.6 | 103.5 | 108.8 | 101.1
COC1=C(Br)C(=O)c2ncccc2C1=O | 87.6 | 93.4 | 76.6 | 85.0 | 90.1 | . | 98.4 | 98.6 | 74.0
C[N+]1(CC[N+]2(C)CCOCC2)CCCCC1 | 101.6 | 105.7 | 91.9 | 98.1 | 108.5 | 101.4 | 102.3 | 101.3 | 112.3
CS(=O)(=O)Nc1ccccc1 | 98.5 | 98.1 | 89.2 | 96.4 | 103.4 | 98.3 | 102.6 | 98.2 | 114.4
